Compound activity from PubChem.
MBNL1 CUG block – qHTS Assay for Inhibitors of MBNL1-poly(CUG) RNA binding. TR-FRET MBNL1-His/biotin-(CUG)12 binding, 665/545 ratio. 0.036% of 280,000 active. Potency, µM (highest dose often 57.5 µM), inactives show at the highest dose activity change, negative = inhibition, actives largely listed as inhibitors; active = well fitted inhibition curve with a large enough effect in the signal ratio, with a control signal flat, not every such curve was filed as active; inconclusive = small, poorly fitted or top-dose-only effect, or effect the other way, or a change in a side signal; inactive = no such curve, though single readings can be large or run the other way; the % refers to the signal ratio; note: % is set by controls: 0 for no effect and ±100 for the full control effect
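Compounds (final 92 nM to 58 uM) are added to His-tagged MBNL1 and biotin-(CUG)12, then terbium anti-His antibody and streptavidin-XL665 (5 nM final). After 60 min at room temperature, the 665/545 nm ratio is read.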
p53 reactivation – qHTS assay for re-activators of p53 using a Luc reporter; 0.063% of 320,000 active; Potency, µM (top dose mostly 92.2 µM), inactives show at the top dose activity change, positive = activation, hits mostly activators; H1299 p53-A138V BP100-luciferase reporter, luminescence, 24 h; AID 504706, 2011; note: % of control where 0% means no effect; nearly all actives have a fitted effect of over 45% in size
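p53-null H1299 cells stably carrying temperature-sensitive p53-A138V and a BP100-luciferase reporter were pinned with compounds (4-point, 1:5 series) and held 24 hrs at 37 deg C. Luminescence was read 10 min after detection reagent.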
BRCA1 expr up – qHTS Assay to Identify Small Molecule Activators of BRCA1 Expression; AID 624202, 2012; Potency, µM (top dose mostly 46.1 µM), for inactives: at the highest dose activation, actives largely listed as activators; 1.1% of 380,000 active; MCF7-BRCA1-FFLuc reporter, luminescence, 48 h; response scale: scaled: vehicle 0%, 10 µM genistein 100%; note: nearly all actives have a fitted effect of over 80% in size; some results filed as inactive show a strong effect at the top dose
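Activators of BRCA1 expression were detected as increased firefly luciferase luminescence in engineered MCF7 cells after 48 h compound incubation. Signals were scaled to genistein 10 microM as full activation.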
Gal4-VP16 FLuc – VP16 counterscreen qHTS for inhibitors of ROR gamma transcriptional activity | AID 2546, 2010 | Drosophila S2 Gal4-VP16 UAS-luciferase, luminescence, 20 h | Potency, µM (highest dose often 53.6 µM), inactives show top-dose activity, negative = inhibition, hits mostly inhibitors | 3.5% of 310,000 active;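 note: Gal4-VP16 expression switched on by copper sulfate through the metallothionein promoter; % is set by controls: 0 for no effect and ±100 for the full control effect; nearly all actives have a fitted effect of over 50% in size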
Rab9 promoter act – qHTS Assay for Rab9 Promoter Activators; Potency, µM (series often up to 9.22 µM), for inactives: top-dose activation, negative = inhibition, hits mostly activators; 2.8% of 320,000 active; Huh7 Rab9 promoter-luciferase reporter, luminescence, 24 h; note: % of control where 0% means no effect; nearly all actives have a fitted effect of over 60% in size
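Cell-based reporter: Huh7 stable for Rab9 promoter-driven luciferase, plated in reduced-serum medium with 10% FBS at 1500 cells/well, compound-treated 24 h at 37 °C, luminescence read after 10 min reagent.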
MLL CXXC-DNA inh – qHTS Fluorescence Polarization Assay for Inhibitors of MLL CXXC domain - DNA interaction; MLL-CXXC / FITC-HOXA9 DNA fluorescence polarization; Potency, µM (highest dose often 115 µM), for inactives: top-dose activity change, negative = inhibition, hits mostly inhibitors; 0.037% of 290,000 active; AID 2662, 2010; active = well fitted inhibition curve with a large enough effect in the polarisation, with a control signal flat, not every such curve was filed as active; inconclusive = small, poorly fitted or top-dose-only effect, or effect the other way, or a change in a side signal; inactive = no such curve, though single readings can be large or run the other way; the % refers to the polarisation
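Purified MLL-CXXC (added from a 7 uM solution) was preincubated 5 min at ambient with pinned compounds in 50 mM Tris-HCl pH 7.5, 50 mM NaCl, 1 mM DTT, 0.05% BSA. Fluorescein-labeled HOX-A9 DNA (50 nM solution) followed, 30 min, then polarization read.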
RORgamma inh – qHTS for inhibitors of ROR gamma transcriptional activity | Nuclear receptor ROR-gamma (Mus musculus), P51450 | Drosophila S2 Gal4-RORgamma UAS-luciferase reporter, 20 h | Potency, µM (titrated, usually from 53.6 µM), for inactives: at the top dose activity change, negative = inhibition, most hits filed as inhibitors | 5.4% of 310,000 active; note: % is set by controls: 0 for no effect and ±100 for the full control effect; nearly all actives have a fitted effect of over 60% in size
Target sequence (P51450 whole entry, looked up, the tested form may be a part): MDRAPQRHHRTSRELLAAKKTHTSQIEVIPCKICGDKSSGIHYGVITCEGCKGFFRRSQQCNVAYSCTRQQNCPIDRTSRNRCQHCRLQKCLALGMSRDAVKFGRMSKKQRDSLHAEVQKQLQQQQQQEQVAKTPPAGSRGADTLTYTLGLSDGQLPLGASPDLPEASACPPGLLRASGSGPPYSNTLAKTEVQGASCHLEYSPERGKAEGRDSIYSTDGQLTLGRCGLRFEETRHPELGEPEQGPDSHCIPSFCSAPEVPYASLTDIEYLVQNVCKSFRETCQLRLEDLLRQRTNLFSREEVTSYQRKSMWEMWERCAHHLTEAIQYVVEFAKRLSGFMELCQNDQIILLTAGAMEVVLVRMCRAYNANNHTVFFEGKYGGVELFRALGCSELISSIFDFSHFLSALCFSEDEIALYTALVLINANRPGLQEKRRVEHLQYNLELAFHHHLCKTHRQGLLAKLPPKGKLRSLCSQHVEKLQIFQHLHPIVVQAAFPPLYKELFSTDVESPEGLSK
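In this cell-based reporter format, copper sulfate (700 uM final) drives Gal4–ROR gamma fusion expression from a metallothionein promoter in Drosophila Schneider cells; compounds preincubated 1 hr, reporter read after 20 hr at ambient temperature.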
NPC1 promoter act – qHTS Assay for NPC1 Promoter Activators; Potency, µM (series often up to 9.22 µM), without a hit: at the highest dose activation, hits mostly activators; Huh7 NPC1 promoter luciferase reporter, 24 h; 2.4% of 320,000 active;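 note: % of control where 0% means no effect; nearly all actives have a fitted effect of over 60% in size; reporter is driven by a mutant NPC1 promoter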
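Cells: Huh7 expressing luciferase under the NPC1 promoter, 1500/well. Seeded 2 h, compound added, incubated 24 h at 37 °C. Luciferase reagent, 10 min ambient, then luminescence.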
FLuc modulator – qHTS profiling assay for firefly luciferase inhibitor/activator using purifed enzyme and Km concentrations of substrates (counterscreen for miR-21 project); Luciferin 4-monooxygenase (Photinus pyralis), P08659; purified FLuc, Km substrates, luminescence inhibition; Potency, µM (series often up to 57.5 µM), without a hit: at the top dose activity change, negative = inhibition, actives largely listed as inhibitors; 6.9% of 360,000 active;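 note: plate controls were vehicle for no effect and reference inhibitor for full effect; nearly all actives have a fitted effect of over 55% in size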
Target sequence (P08659 whole entry, looked up): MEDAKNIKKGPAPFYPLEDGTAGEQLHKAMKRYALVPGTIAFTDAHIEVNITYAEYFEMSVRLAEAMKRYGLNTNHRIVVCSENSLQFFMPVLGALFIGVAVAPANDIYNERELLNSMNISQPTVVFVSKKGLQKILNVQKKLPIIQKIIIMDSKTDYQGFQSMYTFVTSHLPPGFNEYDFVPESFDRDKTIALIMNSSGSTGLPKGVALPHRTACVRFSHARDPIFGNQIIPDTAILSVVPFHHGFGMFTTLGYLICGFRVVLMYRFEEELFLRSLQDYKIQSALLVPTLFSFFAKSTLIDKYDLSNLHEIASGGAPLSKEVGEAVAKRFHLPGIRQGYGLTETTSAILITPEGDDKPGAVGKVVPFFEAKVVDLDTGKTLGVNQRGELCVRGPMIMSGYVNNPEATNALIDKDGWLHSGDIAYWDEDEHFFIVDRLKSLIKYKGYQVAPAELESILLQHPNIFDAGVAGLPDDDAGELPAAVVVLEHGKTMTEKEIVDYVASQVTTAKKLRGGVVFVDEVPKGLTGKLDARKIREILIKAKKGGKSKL
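Purified P. pyralis luciferase, 10 nM final, with Km-level 10 uM D-luciferin and 10 uM ATP in 50 mM Tris acetate pH 7.5, 10 mM Mg acetate, 0.01% Tween-20, 0.05% BSA; 6-point qHTS titration about 60 µM downward; luminescence read.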
ELG1 genotoxic – qHTS screen for small molecules that induce genotoxicity in human embryonic kidney (HEK293T) cells expressing luciferase-tagged ELG1. 1.3% of 330,000 active. Potency, µM (top dose mostly 46 µM), for inactives: at the top dose activity change, positive = activation, most hits filed as activators. HEK293T ELG1-luciferase reporter, luminescence, 16 h. AID 504466, 2011; note: % of control where 0% means no effect; nearly all actives have a fitted effect of over 60% in size
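Screening used a luciferase reporter fused to human ELG1 in HEK293T cells. Luminescence was read on a CCD plate imager after 16 hr exposure and 30 min ONE-Glo incubation.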
uPA surface inh – qHTS for Inhibitors of Cell Surface uPA Generation. AID 540303, 2011. Potency, µM (top dose mostly 38.3 µM), for the others: at the top dose activity change, negative = inhibition, most hits filed as inhibitors. 0.31% of 330,000 active. cell surface uPA generation assay, qHTS; active = well fitted inhibition curve with a large enough effect; inconclusive = small, poorly fitted or top-dose-only effect; inactive = no such curve, though single readings can be large or run the other way; tested in mouse RAW 264.7 cells; note: % is set by controls: 0 for no effect and ±100 for the full control effect; nearly all actives have a fitted effect of over 55% in size
* marks the source's active call; other numbers are inactive results; ? = inconclusive; . = not tested or not shown; & = joins results of further samples; [ ] = another dose, or the depositor's remark. Unless noted, calls come from the whole dose curve; as a rule, active = well fitted curve in the direction sought with a large enough effect; inconclusive = small, poorly fitted or top-dose-only effect, or another doubt; inactive = no such curve, though single readings can be large; an effect the other way counts as inactive or inconclusive. Potency is the fitted concentration of half-maximal effect. An excerpt; rates above refer to the full screens.

nr	molecule	MBNL1 CUG block	p53 reactivation	BRCA1 expr up	Gal4-VP16 FLuc	Rab9 promoter act	MLL CXXC-DNA inh	RORgamma inh	NPC1 promoter act	FLuc modulator	ELG1 genotoxic	uPA surface inh
1	NS(=O)(=O)c1ccc(Nc2nc(-c3ccc(F)cc3)cs2)cc1	2%	13%	-7%	-13%	-2%	0%	28%	-3%	4%	-6%	-2%
2	Cc1cccc(NC(=O)CCNS(=O)(=O)c2cccc3nsnc23)c1C	?	1%	-2%&12%	-17%	1%	0%	-4%	2%	0%&-9%	-2%	-3%
3	Cn1nc(Cc2n[nH]c(=S)n2C)c2ccccc2c1=O	-6%	-3%	0%	-1%	1%	-9%	-36%	-2%	-1%	0%	-3%
4	Cc1c(C(=O)NC2CCCc3ccccc32)oc2ccc(S(=O)(=O)N3CCOCC3)cc12 (stereo not given)	-8%	4%	-11%	-9%	-13%[1.84 µM]	-6%	0%	-8%	4%	-4%	0%
5	CC(=O)Nc1ccc(Nc2nc(-c3ccccc3)nc3ccccc23)cc1	3%	1%	-47%	13µM*	4%	-2%	-28%	-2%	?	-10%	-2%
6	COc1ccc(NC(=O)C(=O)NCC2CCCN2S(=O)(=O)c2ccc(C)cc2)cc1 (stereo not given)	.	9%	-64%	.	-30%[inhibitor]	.	.	-15%	0%	-1%	-12%
7	COCCn1c(SCC(=O)/C=C2\N(C)c3ccccc3C2(C)C)nnc1-c1ccncc1	-6%	-11%	-32%	?	-11%	3%	?	-1%	-2%	-17%	?
8	O=C(NCc1ccccc1)c1ccc(F)c(F)c1	-6%	1%	-5%	-6%	-3%	-3%	13%	-1%	-1%	5%	10%
9	Cc1ccc(C)c(S(=O)(=O)ON2C(=O)c3ccccc3C2=O)c1	-28%	6%	-22%	11µM*	-1%	33%[activator]	?	-12%	-1%	13%	-3%
10	CCn1ccnc1CN(C)Cc1nc(-c2ccccc2)no1	1%	2%	37%	?	?	-11%	?	21%	-10%	10%	-2%
11	Cc1csc2nc(O)c(C(=O)NCCCN3CCCC3=O)c(=O)n12	.	5%	5%	.	-2%	.	.	0%	3%	1%	-3%
12	Cn1c(SCC(=O)NNC(=O)Cc2ccccc2)nnc1-c1ccc(Cl)cc1	0%	6%	-1%	-1%[0.365 µM]	-6%	14%	8%	-3%	-1%	-1%	1%
13	O=C1CC(NCc2ccco2)C(=O)N1CCc1ccccc1 (stereo not given)	13%	7%	0%	-5%	5%	-7%	9%	0%	-1%	-3%	.
14	CCCCNC(=O)Cn1cnc2c(cnn2-c2ccc(C)c(C)c2)c1=O	6%	2%	4%	-2%	4%	-17%	0%	-6%	1%	1%	.
15	C=CCn1c(OCc2ccccc2)n[nH]c1=S	-3%	-1%	-43%	18µM*	-13%	-2%	4µM*	-2%	-1%	-4%	1%
16	Cn1nc([N+](=O)[O-])nc1Sc1nnnn1-c1cccc(C(=O)O)c1	?	3%	0%	-4%	-1%	-15%	-1%	9%	-2%	3%	3%
17	O=C(COC(=O)c1cc[n+]([O-])cc1)NCc1ccccc1Cl	?	-3%	-2%	12%	6%	3%	3%	-6%	4%	2%	1%
18	Cn1cc(CCCC(=O)NCc2ccccc2)c2ccccc21	-5%	5%	-27%	-16%	-1%	-5%	15%	-5%	-12%	-2%	1%
19	Cc1ccc(Nc2nc(N)nc(CSc3nc(C)cc(C)n3)n2)cc1	-5%	.	-16%	-10%	.	2%	28%	.	-14%	.	-1%
20	COc1ccc(C)cc1NC(=O)Nc1ccc(C(=O)N2CCCC2)cc1	-1%	24%	7.9µM*	13%	29%	6%	-13%	23%	13µM*	18%	5%

Quoted at random: 2 entries already listed.
nr	molecule	MBNL1 CUG block	p53 reactivation	BRCA1 expr up	Gal4-VP16 FLuc	Rab9 promoter act	MLL CXXC-DNA inh	RORgamma inh	NPC1 promoter act	FLuc modulator	ELG1 genotoxic	uPA surface inh
18	Cn1cc(CCCC(=O)NCc2ccccc2)c2ccccc21	-5%	5%	-27%	-16%	-1%	-5%	15%	-5%	-12%	-2%	1%
19	Cc1ccc(Nc2nc(N)nc(CSc3nc(C)cc(C)n3)n2)cc1	-5%	.	-16%	-10%	.	2%	28%	.	-14%	.	-1%

Of the compounds above, 4 contain a halogen:
nr	molecule	MBNL1 CUG block	p53 reactivation	BRCA1 expr up	Gal4-VP16 FLuc	Rab9 promoter act	MLL CXXC-DNA inh	RORgamma inh	NPC1 promoter act	FLuc modulator	ELG1 genotoxic	uPA surface inh
1	NS(=O)(=O)c1ccc(Nc2nc(-c3ccc(F)cc3)cs2)cc1	2%	13%	-7%	-13%	-2%	0%	28%	-3%	4%	-6%	-2%
8	O=C(NCc1ccccc1)c1ccc(F)c(F)c1	-6%	1%	-5%	-6%	-3%	-3%	13%	-1%	-1%	5%	10%
12	Cn1c(SCC(=O)NNC(=O)Cc2ccccc2)nnc1-c1ccc(Cl)cc1	0%	6%	-1%	-1%[0.365 µM]	-6%	14%	8%	-3%	-1%	-1%	1%
17	O=C(COC(=O)c1cc[n+]([O-])cc1)NCc1ccccc1Cl	?	-3%	-2%	12%	6%	3%	3%	-6%	4%	2%	1%

More structures follow:
nr	molecule	MBNL1 CUG block	p53 reactivation	BRCA1 expr up	Gal4-VP16 FLuc	Rab9 promoter act	MLL CXXC-DNA inh	RORgamma inh	NPC1 promoter act	FLuc modulator	ELG1 genotoxic	uPA surface inh
21	Cc1cc(N=Cc2c(O)ccc3cc(Br)ccc23)no1	4%[11.5 µM]	26%	-49%	-6%	-1%	-5%	-17%	-1%	0%	-2%	0%
22	O=C1c2ccccc2C(=O)N1CCCCN(C(=O)c1ccc(Cl)s1)c1ccc(Cl)cc1	-5%	0%	-3%	5µM*	-5%	1%	8.9µM*	-2%	1%	-3%	1%
23	CC(=O)N(C1=C(Cl)C(=O)c2ccccc2C1=O)C1CCCCC1	?	-16%	-91%	11µM*	-47%[inhibitor]	-12%	10µM*	-32%[inhibitor]	?	1%	-13%
24	O=S(=O)(c1ccc(Cl)c(NC(=S)Nc2cccc(O)c2)c1)N1CCOCC1	7%	6%	1%	-2%	-1%	2%	-1%	-1%	1%	3%	0%
25	CCOCc1nnc(NC(=O)c2cc(Cl)ccc2OC)s1	0%	-7%	-22%	-4%	-4%	6%	35%	5%	-2%	0%	-2%
26	O=C(COC(=O)c1ccc(F)cc1F)c1ccc[nH]1	.	2%	-3%	.	-3%	.	.	1%	19µM*	3%	20%
27	CC(=O)c1cccc(NC(=O)C2=CC(c3ccc4c(c3)OCO4)=NS(=O)(=O)N2C)c1	?	-18%	-21%	3%	-6%	32%[activator]	24%	0%	-18%&0%	-1%	1%
28	Cc1onc(-c2c(F)cccc2Cl)c1C(=O)N1CCN(c2ncccn2)CC1	-9%	-2%	-10%	6%	-9%	4%	-14%	-7%	1%	-2%	1%
29	Cc1ccccc1NC(=O)/C(C#N)=C/c1ccccc1C(F)(F)F	-17%	4%	6%	-9%	0%	-4%	-30%	-3%	0%	-2%	-2%
30	O=P(O)(CN1CCCCCC1)C1Cc2ccccc2C1	-14%	3%	.	5%	10%	-4%	-27%	3%	1%	1%	.
31	COC(=O)c1ccc(COc2ncnc3c(Cl)cc(Cl)cc23)o1	-3%	1%	-13%	7%	-3%	6%	5%	1%	3%	1%	1%
32	CCN(CC)c1ccc(/C=C(\C#N)c2nc(-c3cccs3)c(NC(C)=O)s2)cc1	31%[activator]	-21%	.	-8%	-9%	?	?	-7%	?	-1%	.
33	CC1CCN(CC(=O)Nc2ccc(S(=O)(=O)N3C(C)CCCC3C)cc2)CC1 (stereo not given)	4%	18%	-15%	-5%	0%	-15%	16%	0%	-1%	1%	-2%
34	CCOC(=O)C1C(=O)NC(N2CCN(c3ccccc3)CC2)=NC1c1ccccc1 (stereo not given)	2%	-5%	0%	-3%	-1%	11%	-3%	-1%	5%	3%	.
35	Cc1ccc(OC2CCN(C(=O)C3CCC(=O)N(C4CC4)C3)CC2)cc1 (stereo not given)	-3%	-27%	-26%	?	0%	-11%	12%	2%	1%	-2%	1%
36	CC(C)(C)C(=O)NC(Nc1cccc2cccnc12)C(Cl)(Cl)Cl (stereo not given)	13%	-3%	-60%	?	3%	6%	43%	-8%	-7%	-10%	-8%
